TcdB inh: inhibitors of Clostridioides difficile toxin B glycohydrolase | P18177 | TcdB glycohydrolase enzymatic assay, plate reader | inhibition, % at 9.99 µM | actives 0.24% (n = 350,000) | AID 652162; in the data active means inhibition above about 10%
VHR inh abs: inhibitors of human VHR1 phosphatase (DUSP3) | recombinant VHR phosphatase, pNPP absorbance | actives 0.52% (n = 290,000) | inhibition, % at 13.3 µM | AID 1654; in the data active means inhibition above about 50%; further: some compounds called inactive have numbers as strong as hits
Target sequence (P51452 whole entry, looked up): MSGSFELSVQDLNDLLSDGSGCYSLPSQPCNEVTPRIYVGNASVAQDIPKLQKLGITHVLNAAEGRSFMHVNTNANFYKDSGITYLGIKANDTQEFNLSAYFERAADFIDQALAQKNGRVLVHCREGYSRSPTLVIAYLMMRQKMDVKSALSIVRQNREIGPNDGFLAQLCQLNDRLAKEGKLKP
Anthrax LF inh2: blocks Bacillus anthracis lethal factor protease | P15917 | multiplex microsphere protease cleavage assay, LF | inhibition, % at 10 µM | actives 0.12% (n = 360,000) | AID 588501; further: plate controls were buffer without enzyme for full effect and enzyme alone for no effect
Target sequence (P15917 whole entry, looked up): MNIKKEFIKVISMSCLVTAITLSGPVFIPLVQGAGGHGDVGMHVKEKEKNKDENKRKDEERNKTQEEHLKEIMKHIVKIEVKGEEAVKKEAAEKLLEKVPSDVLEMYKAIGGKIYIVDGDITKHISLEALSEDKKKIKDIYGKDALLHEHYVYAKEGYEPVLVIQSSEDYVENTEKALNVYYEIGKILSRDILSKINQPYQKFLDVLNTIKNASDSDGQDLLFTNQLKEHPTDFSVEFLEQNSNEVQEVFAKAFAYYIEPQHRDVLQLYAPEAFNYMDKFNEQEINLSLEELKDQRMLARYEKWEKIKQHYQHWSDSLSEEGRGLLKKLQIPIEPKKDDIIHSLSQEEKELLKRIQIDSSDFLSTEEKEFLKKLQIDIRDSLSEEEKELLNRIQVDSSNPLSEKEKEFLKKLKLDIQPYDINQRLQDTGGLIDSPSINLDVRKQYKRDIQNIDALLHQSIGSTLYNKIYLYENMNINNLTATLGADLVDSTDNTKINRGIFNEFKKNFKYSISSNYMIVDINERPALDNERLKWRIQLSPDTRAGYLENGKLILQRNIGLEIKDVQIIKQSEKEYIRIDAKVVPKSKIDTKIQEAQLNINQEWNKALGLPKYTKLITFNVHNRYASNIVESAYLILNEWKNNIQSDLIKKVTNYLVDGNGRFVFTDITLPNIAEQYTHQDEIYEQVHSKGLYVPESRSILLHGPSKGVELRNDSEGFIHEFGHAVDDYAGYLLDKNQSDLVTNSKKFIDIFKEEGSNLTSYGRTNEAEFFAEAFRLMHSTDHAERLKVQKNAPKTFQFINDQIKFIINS
PfHsp40 rescue: rescue of PfHsp40-mediated yeast toxicity; actives 0.68% (n = 340,000); S. cerevisiae expressing PfHsp40, growth rescue, ATP luminescence; growth rescue, % at 12.5 µM; in the data active means growth rescue above about 28%, passing the limit was not always enough; inconclusive means no clear call, values can overlap the other calls;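 further: yeast W303a lacking pdr1 and pdr3 grown in galactose medium; growth measured after three days at 30 °C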
BoNT-A LC inh2: blocks Botulinum neurotoxin A light chain protease; multiplex microsphere protease substrate cleavage, flow cytometry; inhibition, % at 10 µM; actives 0.17% (n = 360,000); AID 588499; further: plate controls were buffer without enzyme for full effect and enzyme alone for no effect
CCHF vOTU inh: blocks the CCHF virus ovarian tumor domain protease | inhibition, % at 11.5 µM | actives 0.55% (n = 370,000) | CCHFV vOTU protease, Pep-AMC fluorescence; in the data active means inhibition above about 30%; further: 0% = vehicle wells with enzyme and 100% = no enzyme wells
BH1578 lux ind: inducers of Vibrio cholerae quorum light production without autoinducers; activation, % at 18.7 µM; actives 0.16% (n = 350,000); V. cholerae BH1578 lux reporter, luminescence, 6 h; in the data active means activation mostly above about 9.7%, no sharp cut-off; inconclusive means no clear call, values can overlap the other calls; inactive means mostly below about 3.7%; further: not every result past the cut was called active; inactives centre near 0; reference of the scale not given here
Y pestis TopoI: blocks Yersinia pestis topoisomerase I activity; Y. pestis Topo-I cleavage product accumulation, plate reader; activity, % at 10 µM; AID 504884; actives 0.064% (n = 360,000); in the data active means activity above about 50%, passing the limit was not always enough; inconclusive means no clear call, values can overlap the other calls; further: inactives centre near 2
SARS 3CLpro inh: SARS-CoV 3CLpro protease inhibition; inhibition, % at 6 µM; recombinant SARS-CoV 3CLpro, quenched FRET peptide cleavage; actives 0.14% (n = 290,000); AID 1706; in the data active means inhibition above about 12%
PriA SSB inh: blocks PriA binding to SSB C-terminal tail; AlphaScreen SSBct-PriA binding, biotinylated peptide; inhibition, % at 33 µM; actives 0.6% (n = 430,000); in the data active means inhibition mostly above about 37%, no sharp cut-off; inactive means mostly below about 20%;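 further: plate controls were negative control peptide for no effect and reference peptide for full effect; strong numbers were not always called active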
Active calls of the source: *; i = inactive; ? = inconclusive; / = no result given; & = joins results of further samples. Unless noted, no stated cut-off is given here; in the data, active means inhibition above about 30%; inconclusive means no clear call, values can overlap the other calls; inactive means below that.

Structure	TcdB inh	VHR inh abs	Anthrax LF inh2	PfHsp40 rescue	BoNT-A LC inh2	CCHF vOTU inh	BH1578 lux ind	Y pestis TopoI	SARS 3CLpro inh	PriA SSB inh
O=C(Nc1nnc(C2=COCCO2)o1)c1ccc(S(=O)(=O)N2CCOCC2)cc1	-4.3	20.1	-1.8	-0.3	-1.1	-2.1	-0.2	6.3	5.5	-9.1
O=C(Nc1ccc(F)cc1)C(c1ccccc1)N1CCN(C(=O)c2ccco2)CC1 (stereo unspecified)	/	28.6	5.0	0.6	-0.3	-6.1	-1.2	4.4	-2.9	-4.5
O=C(COC(=O)Cc1ccccc1[N+](=O)[O-])Nc1nnc(-c2ccccc2)o1	1.1	/	-1.9	-1.8	?	-10.2	-0.6	4.8	/	-8.4
CCOC(=O)C(C)Sc1nc2c(c(=O)[nH]c(=O)n2C)n1Cc1ccc(Cl)cc1 (stereo unspecified)	-1.5	8.4	1.4	-2.0	0.0	14.9	-0.6	?	0.7	-6.1
CCN(CC(=O)Nc1cc(Cl)ccc1Cl)C(=O)c1ccc(-n2cccn2)cc1	0.3	/	2.2	0.2	-0.8	7.1	-0.4	8.2	/	2.6
Cc1cccc(C(=O)OCC(=O)Nc2nnc(-c3ccccc3)o2)c1O	0.5	/	-2.4	0.5	2.4	0.6	-5.0	-0.5	/	-1.6
COc1ccccc1NC(=O)N(C)C[C@H]1OCc2cnnn2CCCC(=O)N([C@H](C)CO)C[C@@H]1C	1.2&-3.0&-0.4	/	-7.0	/	-0.1	-3.2	-0.1	-1.7	/	/
C=CCn1c(N/N=C/c2ccc(O)cc2)nc2ccccc2c1=O	4.6	19.9	-1.2	-1.2	-2.3	14.0	-0.3	-22.2	1.2	/
CCCNC(=O)C1CC(c2cccc(F)c2)=NO1 (stereo unspecified)	-0.6	-15.5	-2.9	-0.3	-0.4	-4.6	i	2.0	/	-10.8
COc1ccccc1N1CCN(CC(O)c2ccccc2)CC1 (stereo unspecified)	1.0	16.6	-3.8	-1.9	-1.9	1.3	-0.3	6.5	-1.1	-7.1
COc1ccc(C2CC(c3ccccc3)=NN2c2ccc(C(N)=O)cc2)cc1 (stereo unspecified)	-0.1	9.2	-22.3	0.0	-2.3	-185.0	-0.4	-17.8	7.2	-36.8
CCOC(=O)c1ccc(NC(=S)NCc2ccco2)cc1	0.6	13.6	1.7	1.0	-0.4	8.7	0.1	9.5	0.9	6.7
COc1cc(OC)c(C(=O)OCC(=O)NCCc2ccccc2)cc1OC	-0.8	13.9	-0.9	0.4	-1.7	-7.8	-0.4	-0.1	5.1	-17.5
N#CCCn1c(SCC(=O)NCCc2ccc(F)cc2)nc2ccccc21	/	42.7	2.1	0.5	-0.8	6.7	-1.1	8.7	4.5	-5.7
OC(COc1ccc2ccccc2c1Br)Cn1cnc(-c2ccccc2)c1 (stereo unspecified)	/	10.5	1.3	1.2	-0.4	7.4	-0.3	21.6	6.4	1.5
COc1cc(C(=O)NCC(=O)NCC(c2ccco2)N2CCCCC2)cc(OC)c1OC (stereo unspecified)	-1.8	/	-12.7	-1.8	-0.4	-9.9	-0.5	-3.9	/	-2.4
CSC1=N/C(=C\c2ccc3c(c2)OCO3)C(=O)S1	/	13.2	-1.6	-1.6	-0.2	1.1	-9.8	-3.7	-3.9	-8.7
CCC(=O)Nc1ccc2c(c1)nc1n2CCSC1	/	35.7	/	-1.2	/	-7.8	-0.3	1.1	-2.6	4.1
OCC(O)CN(c1ccccc1)c1ccccc1 (stereo unspecified)	2.2	24.9	-4.5	-1.7	-0.2	-12.8	i	7.5	-1.8	-2.2
CC(=O)C1=C(C)OC2(O)c3ccccc3C(=O)C12O (stereo unspecified)	-1.1	21.3	/	/	/	71.1*	-0.6	4.0	-2.5	-5.8
COc1ccccc1NC(=O)CSc1nnc(-c2ccncc2)n1CC1CCCO1 (stereo unspecified)	/	6.3	-2.2	-0.5	-1.4	-19.4	-0.2	-1.4	-1.7	-6.3
COc1ccc(NC2=NC(C)(C)CS2)cc1	2.0	13.4	-1.5	0.2	-1.3	-9.6	-0.5	13.5	2.4	-8.4
O=C(/C=C\c1cccs1)N1CCN(Cc2ccc3c(c2)OCO3)CC1	-0.2	-16.8	-1.9	-0.6	-1.3	14.9	-0.2	19.3	0.1	-8.3
COC(=O)[C@H]1C[C@H](OC(=O)NCC2CCCCC2)[C@@]2(O)CN(S(=O)(=O)c3ccc(C)cc3)CC2[C@H]1C(=O)OC (stereo partly specified)	1.9	/	0.6	/	0.2	13.3	-0.4	17.2	/	/
COc1ccc(C2=NN(c3nc4ccccc4s3)C(=O)/C2=C\N(C)C)cc1	/	-0.1	1.9	-0.1	0.1	18.7	-0.2	-3.3	6.0	6.5
COc1ccc(NC(=O)Nc2ccc([N+](=O)[O-])cc2)cn1	0.0	18.7	2.8	-0.9	-1.6	24.2	i	-0.5	-0.6	-8.3
NC(=S)N1CCCc2ccccc21	1.5	4.9	-3.5	0.6	-6.2	-2.9	1.6	7.0	7.4	-13.5
CN(/C=C/c1c([N+](=O)[O-])c(=O)n(C)c(=O)n1C)c1ccccc1	0.8	19.8	1.2	0.3	-0.5	-5.8	-1.4	6.9	2.0	-13.9
COc1ccc(C(=O)NCCCNC(=O)c2cnccn2)cc1	1.6	15.3	-0.6	-1.4	-1.1	15.6	-0.4	0.9	-0.7	-2.2
CCN(CC)S(=O)(=O)c1cc(C(=O)OCC(=O)NC(=O)c2cccn2C)ccc1C	/	-3.6	-2.1	-0.1	-0.5	-13.4	i	34.1	2.2	-7.6

Following part
| canonical_smiles | TcdB inh | VHR inh abs | Anthrax LF inh2 | PfHsp40 rescue | BoNT-A LC inh2 | CCHF vOTU inh | BH1578 lux ind | Y pestis TopoI | SARS 3CLpro inh | PriA SSB inh |
| --- | --- | --- | --- | --- | --- | --- | --- | --- | --- | --- |
| N#Cc1ccccc1NC(=O)CSc1n[nH]c(=O)n1C1CC1 | 0.6 | / | -3.8 | -0.7 | -0.4 | 10.4 | 7.7 | -2.3 | / | -10.7 |
| O=C(CNS(=O)(=O)c1ccccc1)NCC(=O)OCc1ccccc1F | / | 1.3 | 0.6 | 1.0 | -0.5 | -0.4 | -0.3 | 0.7 | 9.2 | 8.7 |
| O=C1C2C3C=CC(C3)C2C(=O)N1CCCCN1C(=O)C2C3C=CC(C3)C2C1=O (stereo unspecified) | / | 5.0 | 4.9 | -1.1 | -0.7 | 12.2 | / | -5.7 | -0.7 | -10.4 |
| COC(=O)C1=C(C)OC(N)=C(C#N)C1c1ccco1 (stereo unspecified) | / | 26.4 | 1.3 | -0.2 | 1.8 | 28.2 | -5.0 | -0.2 | -2.6 | -10.3 |
| CCOC(=O)c1cc2c(=O)n3cccc(C)c3nc2n(CC(C)C)c1=NC(=O)c1ccco1 | 1.6 | 17.9 | -2.1 | 4.9 | 6.6 | -280.0 | i | 0.4 | -0.6 | -4.0 |
| CCCNC(=S)N(Cc1ccccc1)Cc1nc2ccccc2c(=O)[nH]1 | / | 4.3 | -3.8 | 0.6 | 1.2 | 10.3 | -0.1 | 5.9 | 5.0 | -3.1 |
| COC(=O)c1c(NC(=O)CSc2nnc(CNc3ccc(Cl)cc3)o2)sc(C)c1C | / | -2.2 | -8.1 | 50.7* | 0.5 | 13.6 | / | 1.3 | 8.1 | 10.9 |
| CC(C)n1nnnc1SCC(=O)N(C)C1CCS(=O)(=O)C1 (stereo unspecified) | 1.3 | / | 1.8 | 0.3 | -1.5 | 5.6 | i | -3.3 | / | -15.0 |
| Cc1ccc(SCC(=O)c2ccc(CC(=O)O)s2)cc1 | -5.8 | 13.1 | / | / | / | 24.6 | -0.3 | 3.5 | 9.0 | 1.6 |
| Cc1ccc2nc3c(cc(C(=O)NCCCn4ccnc4)n3C)c(=O)n2c1 | / | 43.8 | 1.8 | 1.4 | -0.5 | -272.3 | i | 4.3 | 3.0 | -12.2 |
| O=C(Cn1nnc(-c2ccc(Cl)cc2)n1)NC1CCS(=O)(=O)C1 (stereo unspecified) | 0.8 | / | 8.8 | -0.5 | -0.4 | -3.0 | -0.3 | -3.5 | / | -4.7 |
| CCOC(=O)C1=C(N)Oc2cc(O)ccc2C1c1cccc([N+](=O)[O-])c1 (stereo unspecified) | 1.0 | 9.1 | 2.2 | 0.0 | -0.3 | 7.7 | -0.1 | -6.4 | 2.4 | 2.0 |
| CC(=O)Nc1ccc(S(=O)(=O)N2c3ccccc3NC(=O)CC2C)c(Cl)c1 (stereo unspecified) | -0.3 | 8.7 | ? | -2.7 | -5.2 | 10.7 | -0.1 | 0.0 | 1.8 | -0.1 |
| Cc1ccc(Oc2nc(-c3ccccn3)nc3ccccc23)cc1 | -0.3 | 13.1 | / | / | / | -9.9 | -0.9 | -1.8 | 3.3 | 0.9 |
| O=c1cc(CN2CCN(S(=O)(=O)c3cccc(Cl)c3)CC2)c2ccc(O)cc2o1 | 0.9 | / | / | 1.5 | / | -132.7 | i | -6.8 | / | -7.5 |
| Cc1ccc(-c2nc(N)n(S(=O)(=O)c3ccc(C)cc3)n2)cc1 | 1.6 | -0.6 | -1.5 | 0.3 | -0.9 | -6.6 | 0.2 | 6.9 | 7.1 | 0.3 |
| O=C(c1cccs1)c1cn(CC(=O)N2CCc3ccccc3C2)c2ccccc12 | / | 17.9 | -1.9 | 0.9 | 0.6 | 6.6 | -1.5 | 18.6 | -4.1 | -3.2 |
| CCc1cc(=O)oc2c(C)c(OS(C)(=O)=O)ccc12 | / | / | 0.1 | 2.5 | 0.0 | -14.1 | -6.7 | 6.0 | -4.8 | 9.9 |
| COc1ccc(-n2c(SCC(=O)NCc3ccco3)nc3c([nH]c4ccccc43)c2=O)cc1 | 1.5 | 19.3 | -1.7 | 1.2 | 0.5 | 6.3 | -0.2 | 7.3 | 1.7 | -3.1 |
| CCOC(=O)NC(O)C(=O)c1cccs1 (stereo unspecified) | / | 22.4 | -0.5 | 0.0 | 0.7 | -0.4 | i | -1.2 | 3.1 | -1.7 |

Of the compounds above, six have a Cl atom.
| canonical_smiles | TcdB inh | VHR inh abs | Anthrax LF inh2 | PfHsp40 rescue | BoNT-A LC inh2 | CCHF vOTU inh | BH1578 lux ind | Y pestis TopoI | SARS 3CLpro inh | PriA SSB inh |
| --- | --- | --- | --- | --- | --- | --- | --- | --- | --- | --- |
| CCOC(=O)C(C)Sc1nc2c(c(=O)[nH]c(=O)n2C)n1Cc1ccc(Cl)cc1 (stereo unspecified) | -1.5 | 8.4 | 1.4 | -2.0 | 0.0 | 14.9 | -0.6 | ? | 0.7 | -6.1 |
| CCN(CC(=O)Nc1cc(Cl)ccc1Cl)C(=O)c1ccc(-n2cccn2)cc1 | 0.3 | / | 2.2 | 0.2 | -0.8 | 7.1 | -0.4 | 8.2 | / | 2.6 |
| COC(=O)c1c(NC(=O)CSc2nnc(CNc3ccc(Cl)cc3)o2)sc(C)c1C | / | -2.2 | -8.1 | 50.7* | 0.5 | 13.6 | / | 1.3 | 8.1 | 10.9 |
| O=C(Cn1nnc(-c2ccc(Cl)cc2)n1)NC1CCS(=O)(=O)C1 (stereo unspecified) | 0.8 | / | 8.8 | -0.5 | -0.4 | -3.0 | -0.3 | -3.5 | / | -4.7 |
| CC(=O)Nc1ccc(S(=O)(=O)N2c3ccccc3NC(=O)CC2C)c(Cl)c1 (stereo unspecified) | -0.3 | 8.7 | ? | -2.7 | -5.2 | 10.7 | -0.1 | 0.0 | 1.8 | -0.1 |
| O=c1cc(CN2CCN(S(=O)(=O)c3cccc(Cl)c3)CC2)c2ccc(O)cc2o1 | 0.9 | / | / | 1.5 | / | -132.7 | i | -6.8 | / | -7.5 |

These rows are one share of the data. The share of hits here may be higher or lower than overall.
